PNC inhibitor – inhibitors of perinucleolar compartment assembly; PC3M PTB-GFP, PNC prevalence imaging, 16 h; stronger effect = lower value; activity change (PNC), negative = inhibition, % at 10 µM; 140,000 compounds, 3.1% hits; AID 2417;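 active means readout at or below -70, meaning at least 70% loss of cells showing the perinucleolar compartment, a nuclear body marking cancer cells; inconclusive means readout between -30 and a set limit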;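 further: plate controls were DMSO wells for no effect and camptothecin positive control wells for full effect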
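Read-out is percentage of cells bearing a perinucleolar compartment, from automated 20x imaging of fixed, Hoechst-stained PC3M PTB-GFP cells. Cells were seeded 4 h, then exposed 16 h to compound (23 nl of library stock) in duplicate plates.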
ALOX15B inhib – 15-hLO-2 (ALOX15B) enzyme inhibition. O15296. purified 15hLO-2, xylenol orange hydroperoxide absorbance. Potency, µM (series often up to 57.1 µM), without a hit: top-dose activity change, negative = inhibition, usual class: inhibitors. 110,000 compounds, 0.56% hits; further: potency means the concentration at half of the fitted maximal effect; nearly all actives have a fitted effect of over 60% in size; many of its hits are not listed in these tables
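Screening format was qHTS against 50 nM purified 15hLO-2 in Hepes pH 7.5 with detergent. Activity follows hydroperoxide formation from 45 uM arachidonic acid, measured as 573:405 nm absorbance ratio of the ferric-xylenol orange complex.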
IMPase cell inh – membrane-permeable compound that blocks inositol monophosphatase; 120,000 tested, under 10 active; CHO-M1 cells, IP1 accumulation, HTRF TR-FRET ratio; inhibition (IP1 accumulation), % at 46.1 µM; P97697; active means well fitted curve in the direction sought with a large enough effect in the signal ratio, not every such curve was filed as active; inconclusive means small, poorly fitted or top-dose-only effect, or a change in a side signal; inactive means no such curve, though single readings can be large or run the other way; the % refers to the signal ratio;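 further: cells stimulated with carbachol in lithium chloride buffer; plate controls were DMSO basal wells for no effect and reference inhibitor wells for full effect; higher means more IMPase inhibition seen as more IP1 and lower FRET ratio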
Target sequence (P97697 whole entry, looked up): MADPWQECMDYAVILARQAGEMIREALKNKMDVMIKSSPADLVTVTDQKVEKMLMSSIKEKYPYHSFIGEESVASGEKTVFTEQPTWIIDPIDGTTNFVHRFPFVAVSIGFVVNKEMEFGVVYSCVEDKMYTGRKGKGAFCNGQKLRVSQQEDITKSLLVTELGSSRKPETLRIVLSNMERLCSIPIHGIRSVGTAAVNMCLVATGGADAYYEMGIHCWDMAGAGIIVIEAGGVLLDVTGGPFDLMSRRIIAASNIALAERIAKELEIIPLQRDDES
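CHO-M1, 2000 cells/well, cultured 16–30 h; cpd up to 46 uM; carbachol (50 uM solution, stimulation buffer w/ 50 mM LiCl, pH 7.4), 30 min 37C; IP-One TR-FRET, 10 min RT; Ex 320/Em 665, 620; Hill-fit AC50.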
ALOX12 inhib – 12-hLO (ALOX12) enzyme inhibition. purified 12-hLO, xylenol orange hydroperoxide absorbance. AID 1452. P18054. Potency, µM (top dose mostly 57.1 µM), for inactives: at the highest dose activity change, negative = inhibition, most hits filed as inhibitors. 150,000 compounds, 0.12% hits; further: potency means the concentration at half of the fitted maximal effect; nearly all actives have a fitted effect of over 55% in size; many of its hits are not listed in these tables
Target sequence (P18054 whole entry, looked up): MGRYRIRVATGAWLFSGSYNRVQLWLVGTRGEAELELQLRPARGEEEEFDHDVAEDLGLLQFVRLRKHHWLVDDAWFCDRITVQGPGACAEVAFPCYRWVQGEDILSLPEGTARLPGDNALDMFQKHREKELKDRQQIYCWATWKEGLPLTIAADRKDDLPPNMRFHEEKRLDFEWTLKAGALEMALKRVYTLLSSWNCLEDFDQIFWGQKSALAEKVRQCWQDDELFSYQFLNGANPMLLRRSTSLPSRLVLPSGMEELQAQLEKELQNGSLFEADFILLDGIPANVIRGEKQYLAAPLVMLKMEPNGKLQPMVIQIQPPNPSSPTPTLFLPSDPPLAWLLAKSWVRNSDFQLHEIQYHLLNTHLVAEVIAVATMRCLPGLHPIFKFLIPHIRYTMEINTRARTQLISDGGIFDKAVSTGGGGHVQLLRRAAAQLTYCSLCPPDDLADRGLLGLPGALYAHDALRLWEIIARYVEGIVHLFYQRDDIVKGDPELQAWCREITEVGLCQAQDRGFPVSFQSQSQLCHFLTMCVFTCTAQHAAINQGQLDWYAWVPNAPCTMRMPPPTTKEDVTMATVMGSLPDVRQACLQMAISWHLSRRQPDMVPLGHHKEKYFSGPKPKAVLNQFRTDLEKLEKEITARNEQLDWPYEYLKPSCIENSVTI
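Hydroperoxide formation by human 12-lipoxygenase from 40 uM arachidonic acid was followed colorimetrically via ferric-xylenol orange complex, using the 573/405 nm absorbance ratio. Enzyme concentration was 150 nM, with 30 min reaction at room temperature.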
The depositor's hits bear a star; ? = inconclusive; · = no result given; [ ] = another dose, or the depositor's remark. Unless noted, the call rests on the fitted dose curve; in most records, active means well fitted curve in the direction sought with a large enough effect; inconclusive means small, poorly fitted or top-dose-only effect, or another doubt; inactive means no such curve, though single readings can be large; an effect the other way counts as inactive or inconclusive. Unless noted, on the % scale 0 is the no-effect control and ±100 the full control effect.

SMILES | PNC inhibitor | ALOX15B inhib | IMPase cell inh | ALOX12 inhib
CNC(=S)N/N=C/c1cn(CCOc2ccc(OC)cc2)c2ccccc12 | ? | · | · | ?
COC(=O)CSc1nc2c(c(=O)n(C)c(=O)n2C)n1CCCc1ccccc1 | -7 | -3% | 8 | -7%
CCn1c(SCC(=O)N2CCN(c3ccc(F)cc3)CC2)nnc1-c1ccncc1 | 19 | 3% | 5 | -3%
O=C(COc1cc(Cl)ccc1Cl)Nc1nnc(CC(=O)N2CCOCC2)s1 | -11 | -1% | -1 | 1%
CCOC(=O)C1=C(C)NC(=O)NC1/C(C)=C/c1ccccc1 (stereo unspecified) | 32 | -2% | 20 | -3%
COc1cc(OC)nc(NC(=O)COC(=O)C2CCCCC2)n1 | ? | -4% | -6 | -7%
O=C1Nc2cccnc2Sc2ccccc21 | ? | -25% | 2 | -5%
O=C(OCC(=O)N(Cc1ccccc1)C1CCS(=O)(=O)C1)c1cc2c(s1)CCCC2 (stereo unspecified) | -27 | · | · | 2%
CC(C)Oc1ccc(C(=O)NC2CCCCC2)cc1 | -22 | -3% | -2 | 3%
COC(=O)[C@@]1(Cc2ccccc2)[C@H]2c3cc(C(=O)N(C)C)n(CCO)c3C[C@H]2CN1C(=O)c1ccccc1 | · | -3% | · | 2%
O=C1C2CCCN2C(c2ccccc2)N1c1ccc(Cl)cc1 (stereo unspecified) | ? | · | ? | 0%
COc1ccc(Cl)cc1S(=O)(=O)N1CCN(C)CC1 | 19 | 3% | 6 | -3%
N#CCCSCc1ccc(C(=O)O)o1 | 28 | 0% | 1 | 0%
CCOC(=O)c1c(C)[nH]c(C)c1C(=O)COC(=O)c1cccc(C)c1O | 105 | · | · | 5%
Cc1csc(SCC(=O)N2CCCC2)n1 | -15 | 1% | -1 | -1%
CCC(C(=O)NCCCc1ccccc1)c1ccccc1 (stereo unspecified) | -2 | · | · | -1%
O=C(COC(=O)COc1ccc(Cl)cc1)NC1CCCCC1 | 53 | 4% | -1 | 0%
CCCOC(=S)N/C(=N\S(=O)(=O)c1ccccc1)c1ccccc1 | -22 | -18% | -3 | 1%
COc1ccc(-c2noc(CCC(=O)Nc3cc(Cl)c(OC)cc3OC)n2)cc1 | -9 | 0% | 3 | 1%
CCOC(=O)C1=C(C)N(C)C(=S)NC1c1ccc(Cl)cc1 (stereo unspecified) | -17 | · | 10 | ?
CC(=O)Nc1ccc(NC(=S)NC(=O)c2ccc([N+](=O)[O-])c(C)c2)cc1 | 35 | · | 7 | 18%
CCOC(=O)C1=C(C)NC(c2cccs2)C(=O)N1 (stereo unspecified) | 14 | · | · | 1%
CCOc1ccccc1N1CCN(C(=S)NCc2ccco2)CC1 | -18 | · | 4 | -4%
CCN(CC)C(=O)Cn1cc(/C=C(\C#N)C(=O)N2CCN(c3ccccc3)CC2)c2ccccc21 | -16 | · | 5 | -2%
NC(=O)CC(O)c1cccc(Cl)c1 (stereo unspecified) | -25 | -2% | 3 | 4%
O=C(NCc1ccccn1)c1cc2ccccn2n1 | 8 | 3% | -2 | 2%
CC(C)c1nc(N2CCCC2)c(C#N)c2c1CCCC2 | -8 | 23% | -11 | 1%
COc1ccc(S(=O)(=O)N2CCCN(CC(=O)Nc3cc(NC(C)=O)ccc3OC)CC2)cc1 | ? | -5% | 1 | -2%
CCCn1nnnc1NC(=O)COc1ccc(CC)cc1 | 11 | · | · | -1%
Cc1nc2nc[nH]n2c(=O)c1NC(=O)c1c(-c2ccccc2Cl)noc1C | ? | 2% | 6 | -2%

Individual results from above.
In ALOX12 inhib, `CCOC(=O)C1=C(C)NC(c2cccs2)C(=O)N1` (stereo unspecified) has the entry 1%
In ALOX12 inhib, `CCOc1ccccc1N1CCN(C(=S)NCc2ccco2)CC1` has the entry -4%

Next section:
SMILES | PNC inhibitor | ALOX15B inhib | IMPase cell inh | ALOX12 inhib
O=C(Cn1cc(-c2nnnn2-c2ccc(Cl)cc2)c(=O)c2ccccc21)c1ccccc1 | ? | 0% | -4 | -3%
C[N+](C)(C)CCOP(=O)(O)OP(=O)([O-])OC[C@H]1O[C@@H](n2ccc(N)nc2=O)[C@H](O)[C@@H]1O | -105* | · | · | 2%
CCCCCCc1cc2cc(C(N)=O)c(=N)oc2cc1O | 3 | -13% | 5 | -2%
OC(CSc1ccccc1Cl)CN1CCN(c2ccc(F)cc2)CC1 (stereo unspecified) | 55 | 13%[11.4 µM] | 3[1.84 µM] | -1%
O=C(OCCN(C1=NS(=O)(=O)c2ccccc21)c1ccc(Cl)cc1)c1ccco1 | 14 | -5% | 9 | -6%
CC(Oc1ccc(C(=O)c2ccccc2)cc1)C(=O)Nc1ccc(S(N)(=O)=O)cc1 (stereo unspecified) | -13 | · | · | -3%
Cc1ccc(-c2nnc(SCC(=O)N/N=C/c3ccc(C)s3)n2-c2ccccc2)cc1 | -15 | · | · | 1%
Cn1cccc1C(=O)N1CCC2(CCN(Cc3nccs3)CC2)CC1 | · | -1% | · | 0%
O=C(CCN1C(=O)c2ccccc2C1=O)N1CCN(c2ccccn2)CC1 | 14 | -1% | 6 | -2%
COCCCn1c(-c2ccccc2Cl)n[nH]c1=S | -26 | 15% | 9 | -13%
O=S(=O)(NCc1ccco1)c1ccc(S(=O)(=O)N2CCCCC2)cc1 | ? | · | 2 | 3%
CCC(=O)Nc1ccc(NC(=O)c2ccco2)c(OC)c1 | 22 | -1% | 0 | -3%
COc1cc(NC(=O)CSc2nnnn2Cc2ccc3c(c2)OCO3)cc(OC)c1 | -14 | -1% | -2 | -11%
CCC(C)Nc1nc(OC(C(F)(F)F)C(F)(F)F)nc(OC(C(F)(F)F)C(F)(F)F)n1 (stereo unspecified) | -28 | · | · | -7%
COc1ccc(/C=N/c2c(-c3ccc(OC)cc3)nc3n2CCS3)cc1 | -5 | · | 43[activator] | -1%

In another format: 2 of the compounds above
| Compound | PNC inhibitor | ALOX15B inhib | IMPase cell inh | ALOX12 inhib |
| --- | --- | --- | --- | --- |
| Cn1cccc1C(=O)N1CCC2(CCN(Cc3nccs3)CC2)CC1 | · | -1% | · | 0% |
| COCCCn1c(-c2ccccc2Cl)n[nH]c1=S | -26 | 15% | 9 | -13% |

The list goes on:
SMILES | PNC inhibitor | ALOX15B inhib | IMPase cell inh | ALOX12 inhib
CC(C)(C)n1ncc2c(=O)n(CC(=O)OCc3ccccc3)cnc21 | 27 | -7% | 3 | -5%
Cc1cccnc1NS(=O)(=O)c1cccc([N+](=O)[O-])c1 | 25 | · | · | -1%
CCOC(=O)N1CCN(C(=O)NC23CC4CC(CC(C4)C2)C3)CC1 | -22 | -10% | -7 | 7%
Cc1ccc(S(=O)(=O)N2CCCC(C(=O)N3CCCc4ccccc43)C2)cc1 (stereo unspecified) | -17 | 6% | 2 | -20%
CCOC(=O)NNC1CC(=O)N(c2ccccc2)C1=O (stereo unspecified) | ? | · | · | -4%
C[C@@H]1CCC[C@@]2(O[C@H](CCO)C[C@@H](O)[C@@H]2O)O1 | -21 | · | · | -1%
COc1ccc(OC)c(C2CC(=O)N3CN(c4ccc(C)c(Cl)c4)CSC3=C2C#N)c1 (stereo unspecified) | 6 | ? | -11 | -7%
O=C(c1cnc2n(c1=O)CCS2)N1CCN(c2ccc(Cl)c(Cl)c2)CC1 | -27 | -1% | -3 | 1%
N#Cc1ccc(-c2ccco2)nc1SCc1ccccc1 | 12 | 1% | -3 | -16%
CCCCCn1c(CN2CCN(Cc3ccccc3)CC2)nc2c1c(=O)[nH]c(=O)n2C | -15 | 7% | 1 | -7%
N#Cc1cc(-c2ccccc2)cn(Cc2c(Cl)cccc2Cl)c1=O | 43 | 5%[11.4 µM] | 2[1.84 µM] | -7%
O=C(c1ccco1)N1CCCC(c2nc(-c3ccc(S(=O)(=O)NCc4ccccc4)cc3)no2)C1 (stereo unspecified) | 33 | · | · | -2%
Cc1nc(NC2=NCN(Cc3cccnc3)CN2)nc2ccccc12 | 54 | 6% | 8 | 1%
CCn1cc(CN(C)S(=O)(=O)c2ccc3ccccc3c2)c(C)n1 | ? | · | · | -1%
CC12CN(C(=O)c3ccco3)CC(c3ccccc3)(CN(C(=O)c3ccco3)C1)C2=O | -21 | · | 3 | 0%

Whole records as entered above.
Record of O=C(c1ccco1)N1CCCC(c2nc(-c3ccc(S(=O)(=O)NCc4ccccc4)cc3)no2)C1 (stereo unspecified) → PNC inhibitor: 33; ALOX15B inhib: ·; IMPase cell inh: ·; ALOX12 inhib: -2%
Record of CCOC(=O)N1CCN(C(=O)NC23CC4CC(CC(C4)C2)C3)CC1 → PNC inhibitor: -22; ALOX15B inhib: -10%; IMPase cell inh: -7; ALOX12 inhib: 7%
Record of CCn1cc(CN(C)S(=O)(=O)c2ccc3ccccc3c2)c(C)n1 → PNC inhibitor: ?; ALOX15B inhib: ·; IMPase cell inh: ·; ALOX12 inhib: -1%

The list goes on.
SMILES | PNC inhibitor | ALOX15B inhib | IMPase cell inh | ALOX12 inhib
CCc1nc2cc(CC(=O)O)ccc2o1 | -10 | · | 3 | 5%
CC1(c2ccccc2)NC(=O)N(CC(=O)N2CCOCC2)C1=O (stereo unspecified) | 18 | 1% | 3 | -2%
CN1/C(=C\C=C2/C(=O)Oc3ccccc3C2=O)C(C)(C)c2ccccc21 | -91* | · | · | -3%
Cc1noc(COc2ccccc2OCC(N)=O)c1Cl | ? | -2% | 2 | -3%
Cc1ccccc1-n1c(=O)cc(N2CCCCCC2)[nH]c1=O | 19 | · | -6 | 6%
COC(=O)c1cn(C)c2ccc(S(=O)(=O)N3CC(C)CC(C)C3)cc2c1=O (stereo unspecified) | -5 | -14% | 11 | -17%
O=c1c2c(-c3cccs3)csc2ncn1-c1ccccc1 | ? | · | -4 | -5%
Cc1ccn(-c2ccc([N+](=O)[O-])cc2)n1 | 40 | -3% | 7 | -5%
CCNC(=S)NNC(=O)c1cc(-c2ccc(OC)cc2)nc2ccccc12 | 18 | · | · | -5%
CCCCCc1nc(-c2nonc2N)no1 | 26 | -10% | 11 | 4%
Cn1c(Cl)cnc1C(O)c1ccccc1 (stereo unspecified) | -14 | 16% | -5 | -2%
Clc1ccc2nc(-c3ccc(Br)s3)cn2c1 | 27 | -1% | -12 | -21%
O=C(c1ccc(C(=O)N2CCOCC2)nc1)N1CCOCC1 | 27 | 0% | 6 | 1%
CCOC(=O)N1CCN(S(=O)(=O)c2ccc(C(=O)Nc3ccc(F)cc3F)cc2)CC1 | ? | -2% | -1 | -1%
COCCn1c(C)cc(C(=O)COC(=O)c2ccc3ncsc3c2)c1C | 29 | 4% | 5 | -4%
CCOC(=O)c1cc2occc2n1CCCN1C(=O)c2ccccc2C1=O | -5 | -16% | 3 | -11%
CCn1c(CCNC(=O)c2cccs2)nnc1SCC(=O)Nc1nc(-c2ccccc2)cs1 | -19 | · | 11 | 11%
COc1ccc(-n2c(C)cc(/C=C(\C#N)C(=O)NCc3ccco3)c2C)cc1 | 37 | · | 7 | -2%
COc1ccc(S(=O)(=O)N2CCCCCC2)cc1C(=O)OCC(=O)NCC(C)C | 12 | 0% | 0 | 1%
O=C(CSc1nc2c(sc3ccccc32)c(=O)n1CCCN1CCCC1)NCC1CCCO1 (stereo unspecified) | ? | 30%[activator] | 5 | -1%
Cc1cc(C)n2c(SCC(=O)N3CCN(S(=O)(=O)c4ccc(Cl)cc4)CC3)nnc2n1 | -18 | -5% | 3 | -3%
CN(CC(=O)Nc1ccc(S(=O)(=O)N2CCCC2)cc1)Cc1ccc(Cl)cc1Cl | 15 | · | · | -3%

High-throughput results: PubChem, National Center for Advancing Translational Sciences (NCATS)

This is a random part of the collection. Share with any hit: about 3.1%.
